Source: PubChem
Sm TGR inh = qHTS Assay for the Inhibitors of Schistosoma Mansoni Peroxiredoxins. Schistosoma mansoni thioredoxin glutathione reductase (TGR), Q962Y6. purified TGR, DTNB reduction, TNB absorbance 405 nm. Potency, µM (highest dose often 114 µM), for the others: at the top dose activity change, negative = inhibition, actives largely listed as inhibitors. actives 3% (n = 360,000). AID 485364, 2010; also: nearly all actives have a fitted effect of over 60% in size
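Kinetic colorimetric format: TGR-catalysed, NADPH-driven DTNB reduction monitored via TNB absorbance. Enzyme dispensed at 20 nM; compound exposure 15 min at room temperature before reaction start.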
Tb PYK inh = qHTS of Trypanosoma Brucei Inhibitors. pyruvate kinase (Trypanosoma brucei), Q57TT1. TbPYK enzyme, Kinase-Glo Plus ATP luminescence, 45 min. Potency, µM (titrated, usually from 76.8 µM), inactives show at the top dose activity, negative = inhibition, actives largely listed as inhibitors. actives 0.12% (n = 410,000). AID 624173, 2012; also: nearly all actives have a fitted effect of over 50% in size
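Assay buffer: 50 mM TEA pH 7.2, 100 mM KCl, 10 mM MgCl2, 0.05% BSA, 0.01% Tween-20. Pyruvate kinase from T. brucei plus substrate met compound, then ADP (130 uM final). Luminescence was read post 45 min RT.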
* hit, by the source's call; ? = inconclusive; [ ] = remark or other dose. Calls follow the shape of the dose curve; as a rule, active = well fitted curve in the direction sought with a large enough effect; inconclusive = small, poorly fitted or top-dose-only effect, or another doubt; inactive = no such curve, though single readings can be large; an effect the other way counts as inactive or inconclusive. % is scaled to controls: 0 for no effect and ±100 for the full control effect; potency is read from the fitted curve at half-maximal effect.

No.	compound	Sm TGR inh	Tb PYK inh
1	Cc1cc(C)c2c(NC(=O)c3ccccc3Cl)c(C(=O)Nc3ccc(C)c(C)c3)sc2n1	9%	-1%
2	Cc1cc(C)c(CSc2nnc(C)n3c2cc2occc23)c(C)c1	2%	-7%
3	Cc1cc(C)cc(NC(=O)COc2cccc3c(=O)n(C)ccc23)c1	8%	-1%
4	Cc1ccc(CN(Cc2ccco2)C(=O)COc2c(C)cc(C)cc2C)cc1	-9%	-12%
5	Cc1cc(C)cc(NC(=O)N2CCC(CN3CCc4ccccc4C3)CC2)c1	-1%	7%
6	Cc1ccc(CSCCC(=O)N2CCN(c3ccc(F)cc3)CC2)cc1	-22%	-1%
7	Cc1ccc(Nc2c3c(nc4nc(-c5cccs5)nn24)CCCC3)cc1F	-18%	-5%
8	COCCNC(=O)CSc1nnc(NC(=O)Nc2ccc(C)cc2)s1	3%	1%
9	O=C(CNS(=O)(=O)c1cccs1)N1CCN(c2cccc(C(F)(F)F)c2)CC1	-3%	2%
10	COc1ccccc1CCNC(=O)Cn1ccc2cc(S(=O)(=O)N3CCCCC3)ccc21	0%	-3%
11	CC(C)CN(CCCNC(=O)CN1N=C(c2ccccc2)CCC1=O)CC(C)C	6%	-2%
12	CCOC(=O)C(CC)Sc1c(CC)cnc2c1c(=O)n(C)c(=O)n2C (stereo unspecified)	-3%	-15%
13	COc1ccccc1NC(=O)CSC1=Nc2ccccc2C2=NC(CC(=O)NCc3cccs3)C(=O)N12 (stereo unspecified)	4%	-3%
14	CCc1ccccc1Nc1nn2c(=O)c3ccc(C(=O)Nc4cc(C)cc(C)c4)cc3nc2s1	?	-4%
15	COc1ccc(-n2nc(C(=O)N3CCN(c4cccc(C)c4C)CC3)c3c4ccccc4n(C)c3c2=O)cc1Cl	-2%	2%
16	CCOc1ccc(C(=O)c2oc3ccccc3c2NC(=O)Cc2coc3ccc(CC)cc23)cc1	6%	2%
17	Cc1ccc(C(=O)/C=C/c2cn(CC(O)CN3CCCCCC3)c3ccccc23)cc1 (stereo unspecified)	?	1%
18	CCc1ccc(NC(=O)c2sc3nc(C)c(C(=O)Nc4ccc(C)cc4C)c(-c4ccco4)c3c2N)cc1	-10%	5%
19	O=C(COc1ccccc1)OCc1cc(=O)n2nc(C3CC3)sc2n1	1%	-1%
20	Cc1cc(C)c(NC(=O)Cn2c(=O)n(-c3ccc(F)cc3)c(=O)c3c(C)c(C(=O)N(C)C)sc32)c(C)c1	0%	1%
21	Cc1ccccc1C(=O)Nc1nnc(S(=O)(=O)N2c3ccccc3CC2C)s1 (stereo unspecified)	1%	-3%
22	COc1ccc(NC(=O)C2CCC(CNS(=O)(=O)c3ccc(Br)s3)CC2)c(OC)c1 (stereo unspecified)	0%	-1%
23	Cc1ccn2c(=O)cc(CSc3nnc(C)s3)nc2c1	-1%	-5%
24	Cc1cccc(C)c1NC(=O)Cn1c(=O)n(Cc2ccco2)c(=O)c2ccc(C(=O)NC3CCCC3)cc21	8%	-3%
25	CCc1ccccc1NC(=O)c1ccc2c(c1)CCCN2S(C)(=O)=O	-1%	-2%
26	O=C(Cn1c(=O)n(Cc2ccc3c(c2)OCO3)c(=O)c2ccc(C(=O)NC3CCCCC3)cc21)Nc1ccccc1F	-1%	2%
27	Cc1ccc(C)c(Cn2c(=O)n(CCc3ccccc3)c(=O)c3c(C)c(C)sc32)c1	1%	5%
28	Cn1c(=O)n(C)c2cc(N3CCCCC3)c(NC(=O)Nc3ccc(Br)cc3)cc21	-1%	-5%
29	COc1ccc(NC(=O)c2cccn2-c2nnc(N3CCCCC3)s2)cc1Cl	8%	1%[15.4 µM]
30	COc1ccc(C)cc1NC(=O)CN1C(=O)CCc2cc(S(=O)(=O)N3CCOCC3)ccc21	-2%	4%
31	COc1cccc(NC(=O)Cn2c(-c3nonc3N)nc3ccccc32)c1	-5%	3%
32	COC(=O)c1ccccc1NC(=O)c1cc2nc(-c3ccc(OC)cc3)cc(C(F)(F)F)n2n1	1%	-5%
33	CC1CCc2nn(CC(=O)Nc3cccc(C(F)(F)F)c3)c(=O)cc2C1 (stereo unspecified)	12%	-1%
34	Cc1ccc(Cn2cc(CCC(=O)NC3CCC(C)CC3)c3ccccc32)cc1 (stereo unspecified)	8%	-1%
35	COc1ccccc1Cc1nc2ccccc2nc1SCC(=O)N1CCCc2ccccc21	8%	-7%
36	O=C(CN1C(=O)COc2ccc(S(=O)(=O)Nc3ccccc3)cc21)Nc1cccc(Cl)c1	-2%	-5%
37	O=C(Nc1ccc(S(=O)(=O)N(Cc2ccccc2)c2ccccc2)cc1)c1ccccc1F	7%	1%
38	Cn1c(=O)c2sccc2n2c(CCCC(=O)Nc3ccc(F)c(F)c3)nnc12	-1%	-2%
39	COc1ccc(NC(=O)C(C)N2Cc3ccccc3C2=O)cc1OC (stereo unspecified)	5%	0%
40	Cc1ccc(NC(=O)c2nc(S(C)(=O)=O)ncc2N(Cc2ccco2)Cc2cccs2)cc1C	-6%	0%
41	Cc1ccc(C)c(NC(=O)Cn2c(-c3nonc3N)nc3ccccc32)c1	5%	0%
42	CCCNc1ncnc2c1c(-c1ccccc1)cn2-c1ccccc1	0%	3%
43	COc1ccc(CCN2C(=O)N(c3ccc(F)cc3)C(=O)C2CC(=O)Nc2ccc(OC)cc2)cc1 (stereo unspecified)	0%	0%
44	Cc1cc(C)c2c(n1)nn1c(C)c(CCC(=O)NCc3ccc(Cl)cc3)c(C)nc21	4%	-1%
45	COc1ccc(S(=O)(=O)NCC(c2ccco2)N2CCOCC2)cc1OC (stereo unspecified)	-1%	-8%
46	Cc1ccc(Nc2c3c(nc4ccccc24)CCC3)cc1F	7%	-11%
47	Cc1ccc(NC(=O)CN2CCN(c3ccccc3F)CC2)cc1F	3%	0%
48	O=[N+]([O-])c1ccc(S(=O)(=O)N2CCn3cccc3C2c2ccccc2F)cc1 (stereo unspecified)	35µM*	4%
49	COc1ccc(S(=O)(=O)NCCc2sc(C)nc2C)cc1F	0%	3%
50	Cc1cc(NC(=O)CSc2nc(-c3ccccc3C)nc3c2c(=O)n(C)c(=O)n3C)no1	-23%	4%

A few values from the list.
Sm TGR inh with compound 30 stands at -2%
Tb PYK inh with compound 46 stands at -11%
Sm TGR inh with compound 33 stands at 12%
Tb PYK inh with compound 6 stands at -1%

Additional records:
No.	compound	Sm TGR inh	Tb PYK inh
51	CC(=O)c1ccc(NC(=O)/C=C/c2ccc(C)o2)cc1	11µM*	?
52	CCc1ccc(NC(=O)C(CC)n2c(=O)c(C(F)(F)F)nc3ccccc32)cc1 (stereo unspecified)	0%	-5%
53	CCOC(=O)c1ccc(NC(=O)N2CCOc3ccccc32)cc1	8%	-2%
54	Cc1ccc(C)c(CNC(=O)c2sc3ncnc(N(C)C4CCCCC4)c3c2C)c1	1%	-2%
55	COc1ccc(C)cc1NC(=O)c1c2c(nc3ccccc13)C(=O)N(C1CCCCC1)C2	1%	1%
56	O=C(COc1ccccc1)Nc1nnc2n1CCS2	1%	3%
57	COCCn1ccc2c(OCC(=O)Nc3c(C)cc(C)cc3C)cccc2c1=O	-1%	4%
58	COCCN1C(=O)c2[nH]nc(-c3cc(C)ccc3O)c2C1c1ccc(C(C)C)cc1 (stereo unspecified)	1%	-2%
59	CSc1ccc(Nc2nn(-c3ccc(OC(F)(F)F)cc3)nc2C(C)=O)cc1	3%	-3%
60	COc1ccc(NC(=O)Cn2c(SCc3ccc(C)cc3)nc3cccnc32)cc1OC	0%	-6%
61	Cc1ccc(CNC(=O)c2ccc3c(c2)c(C)c(C)n3Cc2ccc(Cl)cc2)o1	6%	4%[15.4 µM]
62	COc1ccc(CCNC(=O)CCS(=O)(=O)c2cc3c(cc2Cl)NC(=O)CO3)cc1OC	-4%	-3%
63	COc1ccc(CCNC(=O)c2ccc(Cn3c(SCc4ccccc4)nc4cccnc43)cc2)cc1	0%	3%
64	CCOC(=O)c1c(C)[nH]c(C)c1S(=O)(=O)N1CCC(C(=O)NCc2ccccc2)CC1	6%	-2%
65	COc1cccc(NC(=O)CCNC(=O)Cn2cnc3ccccc3c2=O)c1	-1%	2%
66	COc1ccc(-n2c(=O)c3c(c4cc(OC)ccc4n3C)n(Cc3cc(C)ccc3C)c2=O)cc1	-3%	1%
67	Cc1ccc(CNC(=O)c2c(C)oc3ncnc(N4CCOCC4)c23)cc1	0%	1%
68	CCOc1cc(C(=O)NCc2ccc3c(c2)CCN3C(=O)c2ccc(F)cc2)cc(OCC)c1OCC	-8%	4%
69	Cc1cccc(NC(=O)Cn2c(=O)n(Cc3ccccc3)c(=O)c3oc4ccccc4c32)c1C	5%	3%
70	Cc1ccc(-c2nc(CSc3nncn4c3cc3occc34)c(C)o2)cc1	?	-16%
71	CC(C)(C)c1ccc(C(=O)Nc2ccc(-c3nc4ccccc4o3)c(O)c2)cc1	-3%	0%
72	CCc1ccc(Oc2nc3c(C)cccn3c(=O)c2/C=C(\C#N)c2nc3ccccc3s2)cc1	1%	-14%
73	COc1ccc(Cl)cc1NC(=O)Cn1cc(C(=O)c2ccc(C)cc2)c(=O)c2ccc(C)nc21	-2%	0%
74	Cc1nc(-c2cccc(S(=O)(=O)N3CCC(C(=O)NCc4ccccc4)CC3)c2)no1	0%	-2%
75	COc1ccc(-c2nc3ccccc3s2)cc1NC(=O)c1ccc(F)cc1	-2%	-8%

5 compounds picked at random from the list so far:
No.	compound	Sm TGR inh	Tb PYK inh
52	CCc1ccc(NC(=O)C(CC)n2c(=O)c(C(F)(F)F)nc3ccccc32)cc1 (stereo unspecified)	0%	-5%
74	Cc1nc(-c2cccc(S(=O)(=O)N3CCC(C(=O)NCc4ccccc4)CC3)c2)no1	0%	-2%
73	COc1ccc(Cl)cc1NC(=O)Cn1cc(C(=O)c2ccc(C)cc2)c(=O)c2ccc(C)nc21	-2%	0%
72	CCc1ccc(Oc2nc3c(C)cccn3c(=O)c2/C=C(\C#N)c2nc3ccccc3s2)cc1	1%	-14%
55	COc1ccc(C)cc1NC(=O)c1c2c(nc3ccccc13)C(=O)N(C1CCCCC1)C2	1%	1%

Returning to the listing with the 2 entries that preceded the break.
No.	compound	Sm TGR inh	Tb PYK inh
74	Cc1nc(-c2cccc(S(=O)(=O)N3CCC(C(=O)NCc4ccccc4)CC3)c2)no1	0%	-2%
75	COc1ccc(-c2nc3ccccc3s2)cc1NC(=O)c1ccc(F)cc1	-2%	-8%
76	COc1ccc(C2C=C(c3ccccc3)Nc3nc(NC(=O)c4cccc([N+](=O)[O-])c4)nn32)cc1 (stereo unspecified)	6%	-21%
77	CCOC(=O)c1ccc(NC(=O)C2CCN(C(=O)N3CC(C)Oc4ccc(C)cc43)CC2)cc1 (stereo unspecified)	-4%	2%
78	CCCSCCCNC(=O)C1CCCN(c2nn3cc(-c4ccc(OC)cc4)nc3s2)C1 (stereo unspecified)	0%	1%[15.4 µM]
79	COc1cccc(Cc2nc3ccccc3nc2SCC(=O)NCc2ccc(C)cc2)c1	1%	20%
80	O=C(CCCn1c(=O)[nH]c2ccsc2c1=O)N1CCN(c2ccc(Cl)cc2)CC1	1%	6%
81	CCOC(=O)C1CCN(c2c(C(=O)c3ccc(OC)cc3)cnc3ccccc23)CC1	11%	-3%
82	Cc1ccc(N2CCn3c2nc2c3c(=O)n(CCc3ccccc3)c(=O)n2C)cc1C	-11%	2%
83	CCOc1c(Cl)cc(C(=O)N(Cc2ccc(N(C)C)cc2)Cc2ccco2)cc1Cl	11%	-3%
84	Cc1cc(C)cc(C(=O)Nc2c3c(nn2-c2ccccc2C)CS(=O)(=O)C3)c1	-35%	2%
85	CCOc1cccc2sc(NC(=O)c3ccc(S(=O)(=O)N4CCCCC4)cc3)nc12	5%	-9%
86	Cc1cccc(OCC(=O)Nc2ccc(Cl)c(-c3nc4ccccc4[nH]3)c2)c1	-2%	-4%
87	CCOc1ccccc1CNC(=O)CCCn1nc(C)c2sc3ccccc3c2c1=O	5%	1%
88	CCOc1ccc(C(=O)NCc2ccc3c(c2)CCN3C(=O)c2ccccc2)cc1	3%	-3%
89	Cc1ccc(NC(=O)c2ccc3c(=O)n4nc(Nc5ccccc5C)sc4nc3c2)cc1C	0%	1%
90	Cc1ccccc1NC(=O)CSc1nc2ccc(NC(=O)CCc3ccccc3)cc2s1	4%	1%
91	CCc1nc2ccc(C(=O)NCc3cc(OC)ccc3OC)cc2nc1CC	4%	2%
92	COCc1cc(C)nc2sc3c(=O)n(-c4ccccc4C(F)(F)F)nnc3c12	0%	4%
93	COc1cc(CN(C(=O)c2cccc(Cl)c2)c2ccccn2)cc(OC)c1OC	-9%	0%
94	O=C(Nc1cc2c(cc1C(=O)c1cccc(Br)c1)OCCO2)c1ccccc1F	-5%	0%
95	CCCc1cc(=O)[nH]c2nnc(SCC(=O)Nc3cccc(C)c3)n12	-2%	0%
96	CCc1cccc(-n2c(C)nc3c(cnn3-c3ccc(Cl)cc3)c2=O)c1	0%	-6%
97	CCc1ccc(-n2c(=O)c3c4c(sc3n(CC(=O)N3CCC(C)CC3)c2=O)CCC4)cc1	-3%	-1%
98	CCn1cc(C(=O)N2CCN(c3cc(C)ccc3C)CC2)c(=O)c2cc(S(=O)(=O)N3CCCCC3)ccc21	2%	2%
99	O=C(NCCc1ccccc1)c1ccc(Nc2nc3ccccc3n3nnnc23)cc1	8%	-2%

The list is partial; rates above refer to the full screens.
